Screening data from PubChem.
Giardia kill – kills Giardia lamblia. hit rate 0.15% among 340,000. Giardia lamblia trophozoite viability. activity change, % at 7.66 µM, hits read low. AID 540267; in the data active = activity change below about -80%; inconclusive = between about -30% and that limit;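 note: parasites exposed to compound for two days anaerobically before the ATP read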
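Trophozoites 100 cells/well + cpd; 48 hrs, 37 deg C, anaerobic. ATPLite 1-Step added, 15-30 min RT, luminescence read (ATP-based viability).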
GALK inhibitor – inhibitors of human galactokinase; P51570; Purified GALK, Kinase-Glo residual ATP luminescence; Potency, µM (highest dose often 57.5 µM), without a hit: top-dose activity change, negative = inhibition, most hits filed as inhibitors; hit rate 0.007% among 270,000; AID 1868; note: potency is the fitted concentration of half-maximal effect
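Human GALK (5 nM) with 35 uM ATP and 100 uM galactose in 20 mM HEPES pH 8.0, 5 mM MgCl2, 60 mM NaCl, 1 mM DTT, 0.01% BSA. After 1 h at room temperature, leftover ATP was read by Kinase-Glo Plus luminescence.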
PKM2 act – PKM2 (human) enzyme activation | purified PKM2, Kinase-Glo ATP luminescence, activation; response scale: 0% is enzyme alone, no compound | hit rate 0.34% among 260,000 | AID 1631 | Potency, µM (highest dose often 57.5 µM), without a hit: at the highest dose activation, hits mostly activators | P14618; note: potency is the fitted concentration of half-maximal effect; nearly all actives have a fitted effect of over 55% in size
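Purified hPK-M2 (>95% pure) converted ADP (0.1 mM final) to ATP with 0.5 mM PEP in 50 mM imidazole pH7.2, KCl, MgCl2, Tween 20, BSA; 1 h at room temperature. ATP detected by Kinase-Glo luminescence.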
B2AR arrestin – recruits beta-arrestin to the human beta2-adrenergic receptor; P07550; beta-arrestin recruitment to beta2AR, cell-based reporter; Potency, µM (doses to about 46.1 µM), for inactives: top-dose activation, actives largely listed as activators; hit rate 0.02% among 330,000; AID 492947;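 note: potency is the fitted concentration of half-maximal effect; 0% = DMSO controls and full agonism = EC100 isoproterenol or metaproterenol; nearly all actives have a fitted effect of over 65% in size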
Target sequence (P07550 whole entry, looked up): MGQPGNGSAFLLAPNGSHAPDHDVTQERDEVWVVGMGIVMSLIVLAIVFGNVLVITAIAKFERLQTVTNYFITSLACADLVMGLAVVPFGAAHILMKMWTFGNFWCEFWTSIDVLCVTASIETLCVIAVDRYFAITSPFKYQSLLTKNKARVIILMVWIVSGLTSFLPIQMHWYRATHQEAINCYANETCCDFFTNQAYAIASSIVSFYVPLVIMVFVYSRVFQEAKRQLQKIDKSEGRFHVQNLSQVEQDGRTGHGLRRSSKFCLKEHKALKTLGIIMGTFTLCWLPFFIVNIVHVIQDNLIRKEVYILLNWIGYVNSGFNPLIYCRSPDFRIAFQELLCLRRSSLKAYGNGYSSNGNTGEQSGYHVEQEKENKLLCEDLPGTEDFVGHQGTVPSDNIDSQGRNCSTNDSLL
BCR signal inh – chronic active BCR signaling inhibition; ABC-DLBCL IkBa-CBG/CBR reporter, luminescence ratio, 4 h; Potency, µM (titrated, usually from 46.1 µM), for inactives: top-dose ratio change, negative = lower green/red ratio, actives largely listed as inhibitors; hit rate 0.05% among 340,000; AID 493014; active = well fitted inhibition curve with a large enough effect in the signal ratio, with a control signal flat, not every such curve was filed as active; inconclusive = small, poorly fitted or top-dose-only effect, or effect the other way, or a change in a side signal; the % refers to the signal ratio;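 note: potency is the fitted concentration of half-maximal effect; plate controls were basal doxycycline-induced cells for no effect and cells given 10 µM MG132 for full effect; MG132 reads +100%, hits lower the ratio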
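Concentration-response series (up to 46 uM) were applied to TMD8 dual-reporter cells for 4 h at 37C with doxycycline. Green/red ratio, after filter-overlap correction, defined %Activity; red signal alone was normalised to basal cells and zero luminescence.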
KCNH2 3.1 inh – blocks the human KCNH2 3.1 channel isoform. AID 720553. hit rate 0.95% among 340,000. activity change, % (tested at about 1.8 µM). U2OS KCNH2 3.1, thallium flux FluxOr; stronger effect = lower value;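 active = maximum activity change below -70%; inconclusive = maximum activity change from -70% to -50%; inactive = maximum activity change above -50%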;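 note: thallium influx rate constant from kinetic fluorescence after stimulation buffer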
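FluxOr-based Tl+ influx in U2OS cells transduced with KCNH2 3.1 virus; rate constants normalized to DMSO controls.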
Eya2 inh – Eya2 (human) phosphatase inhibition; O00167; recombinant Eya2, OMFP fluorescence dephosphorylation (OMFP is methylfluorescein phosphate); Potency, µM (doses to about 76.9 µM), inactives show at the highest dose activity, negative = inhibition, hits mostly inhibitors; hit rate 0.006% among 330,000; AID 488837; note: potency is the fitted concentration of half-maximal effect
Target sequence (O00167 whole entry, looked up): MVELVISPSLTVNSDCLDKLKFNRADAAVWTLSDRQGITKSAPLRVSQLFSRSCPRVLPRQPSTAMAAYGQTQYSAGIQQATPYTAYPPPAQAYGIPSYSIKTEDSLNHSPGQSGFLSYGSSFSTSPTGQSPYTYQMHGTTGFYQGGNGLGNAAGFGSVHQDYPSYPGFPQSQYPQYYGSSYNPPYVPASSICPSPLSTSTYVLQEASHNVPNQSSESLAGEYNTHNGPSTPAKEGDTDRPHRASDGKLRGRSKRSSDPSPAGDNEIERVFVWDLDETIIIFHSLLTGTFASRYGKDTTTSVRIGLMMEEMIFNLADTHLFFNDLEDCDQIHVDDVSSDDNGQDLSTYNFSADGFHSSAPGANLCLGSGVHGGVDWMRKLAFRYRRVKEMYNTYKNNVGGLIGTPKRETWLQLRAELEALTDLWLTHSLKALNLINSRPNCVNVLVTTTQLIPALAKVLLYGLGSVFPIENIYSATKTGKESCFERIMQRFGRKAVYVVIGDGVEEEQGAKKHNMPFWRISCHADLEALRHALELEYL
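Eya2 protein (added as 0.2 uM solution) was preincubated with compound for 10 min at ambient temperature in 50 mM HEPES pH 7.5, 50 mM NaCl, 5 uM MgCl2, 0.05% BSA, 1 mM DTT. OMFP (added at 50 uM) then reacted 10 min; fluorescence read at 485/525 nm.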
USP2a block – blocks human ubiquitin-specific protease USP2a; O75604; USP2 core, Ub-CHOP2 coupled fluorogenic reporter, 485/531; Potency, µM (highest dose often 38.3 µM), without a hit: top-dose activity change, negative = inhibition, most hits filed as inhibitors; hit rate 0.01% among 330,000;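 note: potency is the fitted concentration of half-maximal effect; plate controls were DMSO wells for no effect and full inhibition by NEM control for full effect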
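USP2 core (10nM final) preincubated 30min RT with compound in 20mM Tris-HCl pH 8.0, 2mM CaCl2, 2mM beta-mercaptoethanol, 0.05% CHAPS; 25nM Ub-CHOP2 plus 25nM reporter substrate added, fluorescence (Ex485/Em531) read after 60min.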
FBPA coupling cs – counter-screen for Giardia aldolase inhibitors: coupling enzyme system; activity change, negative = inhibition, % at 58.2 µM, hits read low; coupling enzyme system counterscreen, AmpLite Red fluorescence; AID 2472; hit rate 0.67% among 290,000; in the data active = activity change below about -30%
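Compounds tested against the coupling enzymes alone at 57.5 uM final; readout was AmpLite Red fluorescence (525/598 nm) after 20 min at RT.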
uPA generation – blocks generation of uPA at the cell surface. cell surface uPA generation assay, qHTS. Potency, µM (highest dose often 38.3 µM), inactives show top-dose activity change, negative = inhibition, usual class: inhibitors. hit rate 0.31% among 330,000. AID 540303; active = well fitted inhibition curve with a large enough effect; inconclusive = small, poorly fitted or top-dose-only effect; inactive = no such curve, though single readings can be large or run the other way; tested in mouse RAW 264.7 cells; note: potency is the fitted concentration of half-maximal effect; nearly all actives have a fitted effect of over 55% in size
KCNH2 WT inh – inhibitors of human wildtype KCNH2 potassium channel; U2OS, BacMam KCNH2, thallium flux FluxOr; stronger effect = lower value; activity change, % at 1.84 µM; hit rate 0.37% among 340,000;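 active = maximum activity change below -70%; inconclusive = maximum activity change between -70% and -50%; inactive = maximum activity change above -50%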
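U2OS cells transduced with wild-type KCNH2 virus are loaded with FluxOr dye for 45 min, and thallium flux is measured in kinetic reads before and after stimulation buffer. Rate constants are normalized to DMSO controls.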
Active calls of the source: *; u = inconclusive; x = no result given; [ ] = another dose, or the depositor's remark. Unless noted, calls come from the whole dose curve; as a rule, active = well fitted curve in the direction sought with a large enough effect; inconclusive = small, poorly fitted or top-dose-only effect, or another doubt; inactive = no such curve, though single readings can be large; an effect the other way counts as inactive or inconclusive. Unless noted, % is set by controls: 0 for no effect and ±100 for the full control effect. Not a hit list. About 2.4% of those tested had a hit in this group.

SMILES	Giardia kill	GALK inhibitor	PKM2 act	B2AR arrestin	BCR signal inh	KCNH2 3.1 inh	Eya2 inh	USP2a block	FBPA coupling cs	uPA generation	KCNH2 WT inh
COCCNC(=O)c1cc2c(=O)n3cccc(C)c3nc2n1C	5	1%	2%	0.1%	u	-5	16%	-2%	2	u	0
COc1cccc(CN(C)C(=O)c2cc(COc3ccc(-n4cncn4)cc3)on2)c1	-10	-2%	x	0.2%	-12%	13	-5%	0%	1	-10%	2
COc1ccc(OCCSc2nnc(CCNC(=O)c3ccc(Cl)c(Cl)c3)n2C)cc1	3	1%	-4%	-1.3%	-1%	4	-15%	0%	0	x	4
COc1ccc(N2CC(C(=O)Nc3ccc(S(=O)(=O)Nc4nc(C)cc(C)n4)cc3)CC2=O)cc1 (configuration not stated)	-8	6%	9%	-0.7%	-1%	-8	9%	0%	4	-8%	-12
Cc1nc(N2CCN(Cc3ccccc3)CC2)nc2c1C(=O)CC(c1ccco1)C2 (configuration not stated)	-5	0%	19%	0.0%	7%	-8	-26%	-3%	-15	x	18
Cc1ccc(C)c(NC(=O)C(CC(=O)O)C2CCCO2)c1 (configuration not stated)	-25	-4%	1%	-0.7%	-1%	12	-9%	1%	5	29%	-8
O=C1CN(C(=O)c2cc3ccccc3oc2=O)C(c2ccccc2)c2cc(F)ccc2N1 (configuration not stated)	3	x	2%	-0.2%	0%	2	0%	0%	1	6%	-3
O=c1cc(O)nc(-c2ccc(Cl)cc2)s1	16	-3%	3%	-0.2%	-1%	22	6%	12%	1	0%	10
CCc1nc2ccccc2c(C(=O)OCC(=O)N(C)Cc2ccccc2)c1C	1	x	x	0.2%	-4%	9	1%	0%	x	1%	-1
O=C1c2ccccc2NC2(CCCCC2)N1c1ccc(O)cc1	-5	-4%	-8%	-0.7%	21%	15	19%	1%	2	-8%	-15
COC(=O)c1c(N)sc(C(=O)NCCc2ccccc2)c1C	u	4%	-36%	0.5%	5%	0	-1%	-1%	1	-16%	3
CCc1ccc(OCC(=O)N2CCN=C2c2ccccc2)cc1	27	2%	-1%	-0.2%	-11%	-4	-12%	3%	8	0%	2
CCOC(=O)n1c(=O)n(Cc2ccccc2C)c2ccccc21	-1	1%	5%	0.4%	-2%	5	-1%	8%	1	-1%	0
N#Cc1ccc(C(=O)NCC2CCCCC2)cc1	10	-3%	x	0.2%	u	6	3%	4%	-1	1%	-1
C[C@H](NC(=O)C1CC(=O)N(c2ccc3c(c2)OCCO3)C1)C(=O)NCc1ccco1 (some centres not stated)	-8	-2%	x	-0.5%	0%	9	-2%	-2%	0	1%	-5
COc1ccc(CNC(=O)C(=O)NCCC2CCCCN2S(=O)(=O)c2ccc(C)cc2)cc1 (configuration not stated)	2	x	x	0.5%	11%	-2	-23%	2%	x	-7%	3
O=C(Cn1c2ccccc2c(=O)c2ccccc21)Nc1ccccc1F	-9	3%	23%	-0.6%	-2%	4	3%	-1%	3	5%	0
CC(O)CNCc1ccc(Cl)cc1Cl (configuration not stated)	-9	0%	-8%	-0.4%	-1%	x	4%	5%	-1	0%	15
O=C(c1ccccc1)c1ccc(OC(=O)N2CCCC2)cc1	9	0%	-1%	-0.2%	11%	-19	-1%	-5%	1	0%	-9
N#Cc1ccc(C(=O)OCC(=O)N2CCN(C(=O)c3ccco3)CC2)cc1	-6	x	x	0.0%	-2%	0	6%	0%	x	1%	0
CN1CCN(C(=O)c2ccccc2NC(=O)CCN2C(=O)c3ccccc3C2=O)CC1	5	-1%	0%	-0.4%	3%	13	13%	1%	0	-4%	8
Cc1cccc(C)c1NC(=O)CNC(=O)c1cnccn1	-10	x	x	0.4%	u	3	-2%	0%	x	3%	-9
CC(C)[C@H](NC(=O)c1ccc(F)cc1)C(=O)N(C)Cc1cccs1	-2	x	x	0.3%	2%	12	3%	-2%	x	2%	-10
O=C(NCc1ccccc1)C1=C[C@@H](c2coc3ccccc3c2=O)C[C@@H](OCCCCO)O1	4	0%	-3%	0.2%	u	24	-10%	1%	-1	-2%	3
Cc1ccc(-n2c(C)cc(/C=C3/C(=N)N4C(c5ccccc5)=CSC4=NC3=O)c2C)cc1	26	0%	-3%	-0.1%	0%	-3	-6%	-3%	1	3%	6
Following part
SMILES	Giardia kill	GALK inhibitor	PKM2 act	B2AR arrestin	BCR signal inh	KCNH2 3.1 inh	Eya2 inh	USP2a block	FBPA coupling cs	uPA generation	KCNH2 WT inh
COC(=O)c1cccc(NC(=O)c2cccnc2C(=O)O)c1C	-3	1%	-3%	0.1%	12%	-24	4%	-4%	-2	4%	2
CC(=O)NNc1nc(-c2ccc(C)cc2)cs1	18	1%	5%	-0.8%	-6%	2	-6%	-1%	0	0%	4
Cc1cc(=O)oc2c(C)c(OC(C)C(=O)N3CC[C@@]4(O)CCCC[C@H]4C3)ccc12 (some centres not stated)	14	x	-4%	-1.1%	-10%	12	-1%	0%	-2	8%	-1
COc1ccc(S(=O)(=O)NNC(=O)c2cccs2)cc1	-6	-1%	2%	0.5%	8%	-104*	3%	4%	0	-4%	-2
N#CC(C#N)=CC1=C2OC(c3ccccc3)=CC(c3ccccc3)=C2CCC1	-6	5%	-18%	-1.8%	u	6	-14%	-4%	3	10%	-4
Cc1cccc(C)c1NC(=O)C1CSC2(C)CCC(=O)N12 (configuration not stated)	30	x	x	0.0%	2%	18	8%	0%	x	3%	-2
COc1ccc(OC)c(CNC(=O)CCN2C(=O)COc3ccccc32)c1	1	-1%	-7%	-0.3%	5%	-11	10%	1%	1	5%	18
CCOc1ccc(C(=O)NC(=S)Nc2ncccc2C)cc1[N+](=O)[O-]	-1	0%	3%	-0.6%	u	-31	-5%	3%	1	-2%	-6
COc1cc(NC(=O)CCCc2c[nH]c3ccccc23)cc(OC)c1	-3	0%	4%	-0.2%	u	-3	0%	0%	-1	2%	-12
COc1ccc2nc(NC(=O)Cn3cnc4c(=O)n(C)c(=O)n(C)c43)sc2c1	2	-4%	5%	-0.4%	-12%	u	-2%	0%	6	-1%	-3
c1ccc(CSc2n[nH]c(-c3ccco3)n2)cc1	-13	-3%	-7%	-0.1%	u	1	-2%	2%	-1	-4%	-6
COc1ccc(CCn2c(-c3ccccc3)nc3c(c(=O)c4ccccc4n3C)c2=O)cc1	x	2%	3%	0.9%	u	x	0%	3%	6	x	x
Cc1cccc(/C=C2\Sc3ccc(C(=O)N4CCOCC4)cc3N(C)C2=O)c1	39[activator]	-1%	x	0.3%	u	-13	4%	-1%	x	-1%	1
COc1cccc(OCC(Cn2cnc3ccccc32)OC(C)=O)c1 (configuration not stated)	5	5%	1%	-0.2%	-8%	-2	1%	0%	0	-10%	-6
C[N+](C)(C)CCCCCCC(=O)/C=N/O	-4	2%	-6%	-0.4%	-4%	4	5%	1%	1	5%	2
O=C(NCC(=O)N1CCN(S(=O)(=O)c2ccc3c(c2)OCCO3)CC1)c1ccccc1Cl	6	x	x	-0.8%	3%	7	23%	1%	x	8%	4
Cc1ccc(NC(=O)CN2C(=O)NC(Cc3ccccc3)C2=O)cc1 (configuration not stated)	0	2%	3%	-0.3%	6%	-3	0%	0%	-1	3%	42
O=C(O)c1cccc(-c2ccc(/C=N/n3cnc4sc5c(c4c3=O)CCCC5)o2)c1	x	x	0%	-0.5%	8%	x	6%	2%	2	x	x
CCOC(=O)N/N=C\c1ccc(-c2cc(Cl)ccc2Cl)o1	-16	9%	-7%	0.1%	u	x	-6%	-2%	-1	-4%	-2
COC(=O)[C@@]12CCCCN1[C@H](c1ccc(-c3cccc(Cl)c3)c(OC)c1)[C@@H]1C(=O)N(C)C(=O)[C@@H]12	16	x	x	0.0%	5%	-12	-14%	-6%	x	u	4
CCCCc1nc2sc3c(=O)n(N)cnc3c2c2c1CCCC2	0	0%	4%	-0.6%	11%	-1	2%	0%	1	6%	0
CC(C)(C)C(=O)N1CCN(c2nc3ccccc3o2)CC1	-24	1%	-1%	0.2%	u	-11	-8%	-3%	1	3%	2
COC(=O)c1sccc1NC(=S)N1CCCCC1	-12	-2%	-8%	0.1%	1%	4	-19%	9%	2	1%	17
COc1ccc(CNC(=O)C2CCCN(S(=O)(=O)N3CC(C)CC(C)C3)C2)c(OC)c1 (configuration not stated)	u	3%	x	0.3%	3%	-7	-10%	1%	x	1%	5
CC(C)(C)NC(=O)C(c1cccs1)N(CC1CCCO1)C(=O)Cn1nnc(-c2cccs2)n1 (configuration not stated)	6	1%	-1%	0.3%	5%	5	0%	-4%	3	3%	-23
